TcdB inh: TcdB glycohydrolase inhibitors, primary screen, biochemical, single point, plate reader | inhibition, % at 9.99 µM | TcdB glycohydrolase enzymatic assay | 350,000 compounds, 0.24% hits; in the data active = inhibition above about 10%
Target sequence (P18177 whole entry, looked up): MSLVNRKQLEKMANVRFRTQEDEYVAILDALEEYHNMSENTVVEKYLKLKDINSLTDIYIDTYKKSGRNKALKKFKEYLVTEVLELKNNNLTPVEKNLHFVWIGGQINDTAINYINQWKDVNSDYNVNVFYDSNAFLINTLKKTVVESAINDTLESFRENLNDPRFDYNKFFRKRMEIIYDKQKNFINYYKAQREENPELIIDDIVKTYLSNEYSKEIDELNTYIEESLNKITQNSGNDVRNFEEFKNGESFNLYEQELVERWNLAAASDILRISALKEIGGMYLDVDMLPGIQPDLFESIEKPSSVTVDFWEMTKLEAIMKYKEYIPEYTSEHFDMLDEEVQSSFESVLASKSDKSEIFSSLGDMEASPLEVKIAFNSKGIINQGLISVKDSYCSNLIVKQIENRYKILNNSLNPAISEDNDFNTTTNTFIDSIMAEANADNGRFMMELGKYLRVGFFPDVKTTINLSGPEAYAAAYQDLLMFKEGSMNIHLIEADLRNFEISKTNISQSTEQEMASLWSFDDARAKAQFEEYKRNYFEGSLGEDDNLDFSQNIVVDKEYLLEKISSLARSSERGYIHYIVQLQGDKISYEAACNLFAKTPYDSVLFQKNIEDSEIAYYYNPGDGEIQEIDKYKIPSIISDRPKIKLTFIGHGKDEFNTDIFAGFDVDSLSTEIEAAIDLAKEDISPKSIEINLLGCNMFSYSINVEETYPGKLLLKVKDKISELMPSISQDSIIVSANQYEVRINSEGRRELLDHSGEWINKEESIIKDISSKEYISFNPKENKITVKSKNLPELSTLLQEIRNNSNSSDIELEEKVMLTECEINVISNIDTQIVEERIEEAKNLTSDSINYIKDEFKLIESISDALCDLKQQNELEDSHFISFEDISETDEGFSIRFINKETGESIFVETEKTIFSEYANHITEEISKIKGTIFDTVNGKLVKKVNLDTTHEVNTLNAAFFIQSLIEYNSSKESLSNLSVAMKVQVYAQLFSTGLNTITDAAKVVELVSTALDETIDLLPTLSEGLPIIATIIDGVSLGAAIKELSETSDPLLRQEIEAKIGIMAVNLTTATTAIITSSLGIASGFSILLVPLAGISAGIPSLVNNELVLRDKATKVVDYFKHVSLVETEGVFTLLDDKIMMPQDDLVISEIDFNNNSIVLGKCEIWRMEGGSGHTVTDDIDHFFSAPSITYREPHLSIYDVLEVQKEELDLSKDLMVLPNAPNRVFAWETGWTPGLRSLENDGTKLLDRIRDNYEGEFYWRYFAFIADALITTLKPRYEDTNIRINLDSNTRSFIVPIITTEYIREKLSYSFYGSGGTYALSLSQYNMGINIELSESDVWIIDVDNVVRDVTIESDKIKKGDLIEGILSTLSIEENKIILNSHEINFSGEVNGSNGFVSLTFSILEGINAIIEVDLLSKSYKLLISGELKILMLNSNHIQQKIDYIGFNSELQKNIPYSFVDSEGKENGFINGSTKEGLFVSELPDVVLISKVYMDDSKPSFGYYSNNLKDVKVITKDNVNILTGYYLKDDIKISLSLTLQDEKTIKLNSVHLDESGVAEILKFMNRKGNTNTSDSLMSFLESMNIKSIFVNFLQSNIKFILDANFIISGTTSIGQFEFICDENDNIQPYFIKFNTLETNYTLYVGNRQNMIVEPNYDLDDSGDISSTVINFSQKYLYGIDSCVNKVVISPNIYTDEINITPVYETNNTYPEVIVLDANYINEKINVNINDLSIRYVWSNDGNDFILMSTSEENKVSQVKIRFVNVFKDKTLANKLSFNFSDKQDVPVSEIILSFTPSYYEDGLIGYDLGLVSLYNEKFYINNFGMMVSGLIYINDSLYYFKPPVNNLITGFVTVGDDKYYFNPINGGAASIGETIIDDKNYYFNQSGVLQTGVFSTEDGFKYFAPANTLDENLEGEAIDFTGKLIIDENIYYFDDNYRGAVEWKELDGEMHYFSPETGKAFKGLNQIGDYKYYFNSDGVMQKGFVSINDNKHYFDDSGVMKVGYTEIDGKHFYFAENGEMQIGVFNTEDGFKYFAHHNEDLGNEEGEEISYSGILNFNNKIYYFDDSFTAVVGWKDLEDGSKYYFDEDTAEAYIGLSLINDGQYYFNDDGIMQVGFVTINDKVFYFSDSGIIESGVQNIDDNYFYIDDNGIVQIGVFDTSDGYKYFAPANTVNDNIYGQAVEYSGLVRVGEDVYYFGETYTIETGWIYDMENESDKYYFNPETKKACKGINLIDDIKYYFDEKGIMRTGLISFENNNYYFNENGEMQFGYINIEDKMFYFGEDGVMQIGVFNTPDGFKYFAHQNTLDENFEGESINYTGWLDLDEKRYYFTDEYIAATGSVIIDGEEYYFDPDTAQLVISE
* marks the source's active call; other numbers are inactive results; & = joins results of further samples.

smiles | TcdB inh
CO[C@H]1CN(C)C(=O)c2ccc(NS(=O)(=O)CC(F)(F)F)cc2OC[C@H](C)N(CC2CCCCC2)C[C@@H]1C | -0.4
O=C(C1CCC1)N1CCCCN2[C@H](CO)[C@H](c3ccc(-c4cccc(F)c4)cc3)[C@@H]2C1 | -0.1
C[C@H](CO)N1C[C@H](C)[C@H](CN(C)Cc2ccc(-c3ccccc3)cc2)Oc2cc(C#C[C@@H](C)O)ccc2S1(=O)=O | 0.0
C[C@@H]1CN([C@H](C)CO)C(=O)Cc2cc(NC(=O)CCCCCC(=O)Nc3ccccc3N)ccc2O[C@@H]1CN(C)Cc1ccc2c(c1)OCO2 | -1.1
CN(C)CC(=O)N[C@@H]1C=C[C@H](CC(=O)NCCN2CCCCC2)O[C@H]1CO | -2.3
COC(=O)[C@@]1(Cc2ccccc2)N=C(c2ccc(OCCCO)cc2)O[C@H]1c1ccccc1CN=[N+]=[N-] | 1.7
COCC(=O)Nc1ccc2c(c1)C(=O)N(C)[C@H]1CC[C@H](CC(=O)Nc3ccccc3F)O[C@@H]1CO2 | -1.2
C[C@H](CO)N1C[C@H](C)[C@H](CN(C)C(=O)Nc2ccc3c(c2)OCO3)Oc2ccc(NC(=O)C3CCCCC3)cc2C1=O | 0.3
C[C@@H]1CN([C@@H](C)CO)C(=O)c2cc(NC(=O)CCC(F)(F)F)ccc2O[C@@H](C)CCCCO[C@H]1CN(C)C(=O)NC1CCCCC1 | 0.5
CCCNC(=O)N[C@H]1C=C[C@H](CC(=O)N2CCN(C)CC2)O[C@H]1CO | 0.0
Cc1ccc(S(=O)(=O)N[C@H]2CC[C@H](CC(=O)O)O[C@@H]2CO)cc1 | -0.7
O=C(C[C@@H]1CC[C@H]2[C@@H](COC[C@@H](O)CN2C(=O)Nc2cccc(Cl)c2)O1)NCC1CCCCC1 | -1.4
C[C@@H]1CN([C@@H](C)CO)C(=O)c2cc(-c3ccccc3F)cnc2O[C@@H]1CN(C)C | -3.2
C[C@@H](NC(=O)C[C@H]1C=C[C@H](NC(=O)C2CCC2)[C@H](CO)O1)c1ccccc1 | 0.5
COc1ccc(NC(=O)N(C)C[C@H]2Oc3ccc(NC(=O)CCC(F)(F)F)cc3CC(=O)N([C@@H](C)CO)C[C@@H]2C)cc1 | 0.2

More compounds
smiles | TcdB inh
Cc1ccc(S(=O)(=O)N(C)C[C@H]2OCCCC[C@H](C)Oc3ccc(NC(=O)Nc4ccc(C(F)(F)F)cc4)cc3C(=O)N([C@H](C)CO)C[C@@H]2C)cc1 | -1.5
COCC(=O)Nc1ccc2c(c1)C(=O)N(C)C[C@H](OC)[C@H](C)CN(Cc1cccc(F)c1)[C@@H](C)CO2 | 0.2
C[C@H]1CCCCO[C@H](CN(C)C(=O)Nc2ccccc2)[C@@H](C)CN([C@@H](C)CO)C(=O)c2cc(NC(=O)CCC(F)(F)F)ccc2O1 | 0.4
C[C@@H]1CN([C@@H](C)CO)C(=O)c2cc(NC(=O)C3CC3)ccc2O[C@H]1CN(C)Cc1ccc(C(=O)Nc2ccccc2N)cc1 | -2.7
CNC[C@H]1Oc2ccc(NC(=O)NC3CCCCC3)cc2CC(=O)N([C@H](C)CO)C[C@H]1C | 1.3
COc1ccc(S(=O)(=O)N(C)C[C@H]2Oc3cc(C#CC4CC4)ccc3S(=O)(=O)N([C@H](C)CO)C[C@H]2C)cc1 | -0.6
C[C@H](CO)N1C[C@H](C)[C@@H](CN(C)Cc2ccc(Oc3ccccc3)cc2)Oc2ccc(NC(=O)C3CCCCC3)cc2CC1=O | 0.5
COc1ccc(S(=O)(=O)N[C@@H]2CC[C@H](CC(=O)N3CCc4ccccc4C3)O[C@@H]2CO)cc1 | 0.6
COc1ccc(NC(=O)N2C[C@@H](O)COC[C@@H]3O[C@@H](CC(=O)N4CCN(C)CC4)CC[C@H]32)cc1 | 5.6
O=C(C[C@H]1CC[C@H](NC(=O)CN2CCOCC2)[C@H](CO)O1)NCc1cccc(F)c1 | 0.8
CCC(=O)N1[C@@H]2Cn3c(cccc3=O)[C@H]1[C@@H](C(=O)NC1CCCCC1)[C@@H]2CO | 0.7
C[C@@H]1CN([C@@H](C)CO)C(=O)c2cc(NC(=O)Nc3ccc4c(c3)OCO4)ccc2O[C@@H](C)CCCCO[C@H]1CN(C)S(=O)(=O)c1ccccc1 | 1.7
C[C@H](CO)N1C[C@H](C)[C@H](CN(C)CC2CCCC2)Oc2ncc(C#Cc3cccc(F)c3)cc2C1=O | -1.3
C[C@@H]1CN([C@@H](C)CO)C(=O)c2cc(C3=CCCC3)cnc2O[C@@H]1CN(C)S(=O)(=O)c1cn(C)cn1 | -0.6
O=C(C[C@@H]1CC[C@H](NC(=O)CN2CCOCC2)[C@H](CO)O1)NC1CCCCC1 | 0.0

The results go on:
smiles | TcdB inh
CN(C)CCCNC(=O)C[C@H]1C=C[C@@H](NS(=O)(=O)c2ccc(F)cc2)[C@H](CO)O1 | -1.9
CCCC#Cc1ccc2c(c1)O[C@@H](CN(C)C(=O)COC)[C@H](C)CN([C@H](C)CO)S2(=O)=O | 1.6
Cc1noc(C)c1NC(=O)N(C)C[C@H]1Oc2ccc(NC(=O)Nc3ccc4c(c3)OCO4)cc2C(=O)N([C@@H](C)CO)C[C@@H]1C | -0.7
COCC#Cc1cnc2c(c1)C(=O)N([C@H](C)CO)C[C@@H](C)[C@@H](CN(C)S(=O)(=O)c1cccc(OC)c1)O2 | 0.3
C[C@@H]1CN([C@H](C)CO)C(=O)c2cccc(NC(=O)C3CCCCC3)c2O[C@H]1CN(C)C(=O)Nc1cccc2ccccc12 | 1.0
O=C(C[C@@H]1C[C@H]2c3cc(NC(=O)Nc4ccc(C(F)(F)F)cc4)ccc3O[C@H]2[C@@H](CO)O1)NC1CCCCC1 | 0.1
O=C(C[C@@H]1CC[C@H](NC(=O)CC2CC2)[C@@H](CO)O1)NCc1ccc(Cl)cc1 | 0.9
N#C[C@H]1[C@H](c2ccc(-c3cccc(F)c3)cc2)[C@@H](CO)N1c1nc(-c2ccccc2)cs1 | -2.5
COC(=O)C[C@@H]1C[C@@H]2c3cc(NS(=O)(=O)c4cccc(OC)c4)ccc3O[C@@H]2[C@@H](CO)O1 | -2.6
CC(C)NC(=O)N(C)C[C@H]1OCCCC[C@@H](C)Oc2ccc(NS(=O)(=O)c3ccc(F)cc3)cc2C(=O)N([C@H](C)CO)C[C@H]1C | 0.3
O=C(C[C@H]1CC[C@H]2[C@@H](COC[C@H](O)CN2Cc2ccccc2)O1)N[C@@H]1CCN(Cc2ccccc2)C1 | -0.5
CC(C)CC#Cc1ccc([C@H]2[C@H]3CN(S(=O)(=O)c4ccccc4)CC(=O)N3[C@H]2CO)cc1 | -0.4
COc1ccc(C(=O)N2C[C@@H]3[C@H](c4ccccc42)[C@@H](CO)N3Cc2ccccc2)cc1 | 0.1
C[C@H](CO)N1C[C@H](C)[C@@H](CN(C)C(=O)NC2CCCC2)OCc2cn(nn2)CCCC1=O | 0.4
C[C@H](CO)N1C[C@H](C)[C@@H](CN(C)C(=O)NC2CCCCC2)Oc2c(NC(=O)NC3CCCCC3)cccc2C1=O | -0.2

Next part:
smiles | TcdB inh
CCCC(=O)Nc1ccc2c(c1)OC[C@@H](C)N(Cc1ccccn1)C[C@H](C)[C@H](OC)CN(C)C2=O | -0.5
COc1ccc(S(=O)(=O)Nc2ccc3c(c2)C(=O)N([C@H](C)CO)C[C@@H](C)[C@H](CN(C)S(=O)(=O)c2ccc(C)cc2)OCCCC[C@@H](C)O3)cc1 | -1.4
O=S(=O)(c1ccccc1)N1CC[C@@H]2[C@H](CO)Nc3ccc(C#Cc4ccccc4F)cc3[C@@H]21 | -0.2
COc1ccc(CN(C)C[C@H]2OCCCC[C@@H](C)Oc3ccc(NC(=O)CCC(F)(F)F)cc3C(=O)N([C@@H](C)CO)C[C@@H]2C)cc1 | 0.8
COCC(=O)Nc1ccc2c(c1)C(=O)N(C)C[C@@H](OC)[C@H](C)CN(C(=O)c1cnccn1)[C@@H](C)CO2 | -1.0
O=C(c1ccncc1)N1CC[C@@H]2[C@@H](CO)Nc3ccc(-c4ccccc4)cc3[C@@H]21 | 7.5
Cc1noc(C)c1S(=O)(=O)Nc1cccc2c1O[C@H](CN(C)C(=O)NC(C)C)[C@H](C)CN([C@H](C)CO)C2=O | 0.8
COc1cccc(S(=O)(=O)N(C)C[C@@H]2Oc3ncc(C#CC(C)(C)O)cc3C(=O)N([C@H](C)CO)C[C@@H]2C)c1 | -1.2
CC(=O)N(C)C[C@@H]1Oc2ncc(C#Cc3ccccn3)cc2C(=O)N([C@H](C)CO)C[C@H]1C | -5.6
C[C@H](CO)N1C[C@H](C)[C@H](CN(C)C)Oc2ncc(C#CCN(C)C)cc2C1=O | -0.4&0.6
COc1ccc(S(=O)(=O)N(C)C[C@@H]2OCCCC[C@@H](C)Oc3ccc(NC(=O)CCCN(C)C)cc3C(=O)N([C@H](C)CO)C[C@H]2C)cc1 | -0.5
O=C(C1CCCCC1)N1CC(=O)N2[C@@H](CO)[C@@H](c3ccc(C#CCc4ccccc4)cc3)[C@@H]2C1 | 0.0
CO[C@H]1CN(C)C(=O)c2cc(NC(=O)C3CC3)ccc2OC[C@H](C)N(C(=O)c2ccccc2)C[C@H]1C | 0.4
CCCNC(=O)C[C@H]1C[C@H]2c3cc(NS(=O)(=O)c4cccc(OC)c4)ccc3O[C@H]2[C@H](CO)O1 | 0.6
CNC[C@H]1Oc2c(NC(=O)Nc3ccc(C(F)(F)F)cc3)cccc2C(=O)N([C@H](C)CO)C[C@H]1C | 0.3

By substructure: those above containing two or more sulfur atoms (2)
smiles | TcdB inh
COc1ccc(S(=O)(=O)N(C)C[C@H]2Oc3cc(C#CC4CC4)ccc3S(=O)(=O)N([C@H](C)CO)C[C@H]2C)cc1 | -0.6
COc1ccc(S(=O)(=O)Nc2ccc3c(c2)C(=O)N([C@H](C)CO)C[C@@H](C)[C@H](CN(C)S(=O)(=O)c2ccc(C)cc2)OCCCC[C@@H](C)O3)cc1 | -1.4

Continuation:
smiles | TcdB inh
CC(C)NC(=O)Nc1ccc2c(c1)C(=O)N([C@H](C)CO)C[C@@H](C)[C@H](CN(C)CC1CCCCC1)OCCCC[C@@H](C)O2 | 0.5
CO[C@@H]1CN(C)C(=O)c2ccc(NC(C)=O)cc2OC[C@@H](C)N(C(=O)C2CCCCC2)C[C@H]1C | 1.1
COCC(=O)N1C[C@H]2[C@@H](c3ccccc31)[C@H](CO)N2C(=O)c1ccncc1 | -1.7
C[C@H]1CCCCO[C@H](CN(C)C)[C@@H](C)CN([C@@H](C)CO)C(=O)c2cc(NS(=O)(=O)c3ccccc3)ccc2O1 | 0.3
C[C@@H]1CN([C@H](C)CO)C(=O)c2cccc(NC(=O)c3cnccn3)c2O[C@H]1CN(C)Cc1ccc(Oc2ccccc2)cc1 | -0.4
C[C@@H]1CCCCO[C@H](CN(C)S(=O)(=O)c2cccs2)[C@@H](C)CN([C@@H](C)CO)C(=O)c2cc(N(C)C)ccc2O1 | -9.0
CN1c2ccc(-c3ccccc3F)cc2[C@H]2[C@H](CCN2C(=O)Cc2ccccn2)[C@H]1CO | 0.7
C[C@H]1CN([C@@H](C)CO)C(=O)c2cc(C#Cc3ccccc3)cnc2O[C@@H]1CN(C)C(=O)CCN1CCCCC1 | 0.5
CC(C)NC(=O)Nc1ccc2c(c1)C(=O)N([C@H](C)CO)C[C@H](C)[C@H](CN(C)CC1CC1)O2 | 1.3
CCCNC(=O)Nc1ccc2c(c1)OC[C@H](C)N(Cc1ccncc1)C[C@H](C)[C@H](OC)CN(C)C2=O | -0.3
CC(C)NC(=O)Nc1ccc2c(c1)CC(=O)N([C@H](C)CO)C[C@H](C)[C@H](CN(C)S(=O)(=O)c1ccc(F)cc1)O2 | -0.1
C[C@@H]1CN([C@H](C)CO)C(=O)c2cc(NS(=O)(=O)c3ccc(F)cc3)ccc2O[C@@H](C)CCCCO[C@H]1CN(C)Cc1ccc(C(F)(F)F)cc1 | -0.2
CCCNC(=O)N1CC2(CCN(Cc3ccccn3)CC2)c2c(n(C)c3cc(OC)ccc23)[C@H]1CO | 0.4
COc1ccc2c3c(n(C)c2c1)[C@@H](CO)N(C(=O)Nc1ccccc1F)CC31CN(C(C)=O)C1 | -3.2
CC(C)NC(=O)Nc1cccc2c1O[C@H](CN(C)S(=O)(=O)c1cn(C)cn1)[C@H](C)CN([C@@H](C)CO)C2=O | -0.2

More results follow:
smiles | TcdB inh
COc1ccc(CN(C)C[C@H]2Oc3ccc(NC(=O)Cc4ccccc4)cc3CC(=O)N([C@H](C)CO)C[C@@H]2C)cc1 | -0.3
COc1ccccc1NC(=O)N1C[C@H](O)COC[C@@H]2O[C@H](CC(=O)NCCc3ccncc3)CC[C@H]21 | -1.5
N#C[C@H]1[C@@H](c2ccc(-c3ccccc3F)cc2)[C@H](CO)N1C(=O)Cc1ccccc1 | 0.5
CCNC(=O)C[C@H]1CC[C@H]2[C@H](COc3ccc(NC(=O)Nc4cccc(F)c4)cc3C(=O)N2C)O1 | 0.0
O=C(Nc1ccccc1)N[C@H]1CC[C@H](CCNS(=O)(=O)c2cccc(F)c2)O[C@@H]1CO | 1.1
COCC#Cc1cnc2c(c1)C(=O)N([C@@H](C)CO)C[C@@H](C)[C@@H](CN(C)C(=O)Nc1ccccc1OC)O2 | 1.7
CC(C)NC(=O)Nc1ccc2c(c1)CC(=O)N([C@H](C)CO)C[C@@H](C)[C@@H](CN(C)CC1CCCCC1)O2 | 0.2

Part of the list above in order of molecular weight, ascending.
smiles | TcdB inh
C[C@@H](NC(=O)C[C@H]1C=C[C@H](NC(=O)C2CCC2)[C@H](CO)O1)c1ccccc1 | 0.5
O=C(c1ccncc1)N1CC[C@@H]2[C@@H](CO)Nc3ccc(-c4ccccc4)cc3[C@@H]21 | 7.5
CC(C)NC(=O)Nc1ccc2c(c1)C(=O)N([C@H](C)CO)C[C@H](C)[C@H](CN(C)CC1CC1)O2 | 1.3

Molecules listed so far with a Cl atom (two):
smiles | TcdB inh
O=C(C[C@@H]1CC[C@H]2[C@@H](COC[C@@H](O)CN2C(=O)Nc2cccc(Cl)c2)O1)NCC1CCCCC1 | -1.4
O=C(C[C@@H]1CC[C@H](NC(=O)CC2CC2)[C@@H](CO)O1)NCc1ccc(Cl)cc1 | 0.9

Bioassay records as filed in PubChem.

These rows are one share of the data (hit frequency here may not be typical).
